Screening data (PubChem)
ARFGAP1 inh: inhibitors of rat ARFGAP1 GAP activity, primary screen, biochemical, fluorescence polarization, GDP tracer | ADP-ribosylation factor GTPase-activating protein 1 (Rattus norvegicus), Q62848 | Arfgap1-stimulated ARF1 GTP hydrolysis, GDP FP detection | inhibition, % at 16.5 µM | 360,000 tested, 0.26% active | AID 651572, 2012;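 active means inhibition above a per-plate limit, mean inhibition of low control wells plus 3 SD, cut at about 25% in these data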;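 further: 0% = DMSO wells with enzyme and 100% = wells lacking Arfgap1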
Target sequence (Q62848 1-136 limits assumed): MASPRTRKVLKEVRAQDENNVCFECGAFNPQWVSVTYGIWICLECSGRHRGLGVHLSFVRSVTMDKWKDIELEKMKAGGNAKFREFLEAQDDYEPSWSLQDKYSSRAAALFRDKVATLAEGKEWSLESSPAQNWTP
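system = rat Arfgap1 catalytic domain, aa 1-136 | technique = FP, GDP Alexa 633 tracer displaced from anti-GDP antibody, 620/688 nm | compound = one concentration, 16.5 µM, DMSO 1.26% | medium = HEPES-based buffer, pH 7.5 | timing = compound-enzyme preincubation 20 min, reaction 120 min, detection 60 min, 25 °C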
ADAM10 inh: human ADAM10 inhibitors, primary screen, biochemical, QFRET, HTS; inhibition, % at 7 µM; 370,000 tested, 0.62% active; AID 720582, 2013; recombinant ADAM10, EDANS/DABCYL FRET peptide cleavage, 3 h;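 active means inhibition above a per-campaign cutoff equal to the mean of compounds falling between control-based bounds plus 3 SD, cut at about 20% in these data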;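 further: 0% = DMSO wells while the 100% control is not disclosed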
rCAG RNA binder: binders of r(CAG) RNA repeats, primary screen, biochemical, fluorescence; r(CAG) RNA repeat, TO-PRO-1 dye displacement fluorescence; inhibition, % at 3 µM; 370,000 tested, 1.3% active;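 active means inhibition above the plate cutoff, the mean of all test compounds on that plate plus 3 SD, cut at about 35% in these data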;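 further: 0% = DMSO alone and 100% = 100 µM mitoxantrone as full dye displacement; higher means more dye released from RNA so lower well fluorescence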
sPLA2-III inh: human group III sPLA2 inhibitors, primary screen, biochemical, QFRET, BODIPY PC-A2 liposome substrate. QFRET BODIPY PC-A2 liposome hydrolysis, fluorescence. AID 743126, 2013. inhibition, % at 12.2 µM. 370,000 tested, 0.56% active;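 active means inhibition above mean plus 3 SD of compounds lying within the high and low control bounds, cut at about 19% in these data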;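 further: 0% = median of test compound wells and 100% = no enzyme DMSO wells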
Target sequence (Q9NZ20 whole entry, looked up): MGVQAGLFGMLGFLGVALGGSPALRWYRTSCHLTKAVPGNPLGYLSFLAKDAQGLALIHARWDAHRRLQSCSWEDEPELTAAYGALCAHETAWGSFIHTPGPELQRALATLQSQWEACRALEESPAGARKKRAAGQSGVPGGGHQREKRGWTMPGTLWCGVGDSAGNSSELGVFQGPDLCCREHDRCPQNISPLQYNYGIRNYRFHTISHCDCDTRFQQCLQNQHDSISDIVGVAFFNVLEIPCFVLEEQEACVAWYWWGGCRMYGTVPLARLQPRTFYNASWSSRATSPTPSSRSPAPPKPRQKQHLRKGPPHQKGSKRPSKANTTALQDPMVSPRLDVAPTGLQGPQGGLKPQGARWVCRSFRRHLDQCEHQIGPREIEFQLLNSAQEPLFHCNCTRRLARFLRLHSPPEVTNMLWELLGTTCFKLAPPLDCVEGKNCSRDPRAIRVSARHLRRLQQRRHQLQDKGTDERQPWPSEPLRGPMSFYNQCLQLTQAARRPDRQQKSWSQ
ASAP1 GAP inh: inhibitors of human ASAP1 ArfGAP activity, primary screen, biochemical, fluorescence polarization. Arf-GAP with SH3 domain, ANK repeat and PH domain-containing protein 1 (Homo sapiens), …. ASAP1-stimulated ARF1 GTP hydrolysis, GDP FP detection. inhibition, % at 16.5 µM. 360,000 tested, 0.19% active. AID 624377, 2012; in the data active means inhibition above about 25%;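 further: 0% = vehicle with enzyme and substrate and 100% = no enzyme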
proKLK7 act: proKLK7 zymogen activators, primary screen, biochemical, fluorescence intensity; purified proKLK7, EDANS-DABCYL substrate fluorescence; 100% is mature enzyme control, 0% vehicle; AID 652039, 2013; 370,000 tested, 0.9% active; activation, % at 7 µM;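 active means activation above the mean of all tested compounds plus 3 SD, computed per campaign excluding outliers beyond control limits, cut at about 13% in these data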
Target sequence (P49862 whole entry, looked up): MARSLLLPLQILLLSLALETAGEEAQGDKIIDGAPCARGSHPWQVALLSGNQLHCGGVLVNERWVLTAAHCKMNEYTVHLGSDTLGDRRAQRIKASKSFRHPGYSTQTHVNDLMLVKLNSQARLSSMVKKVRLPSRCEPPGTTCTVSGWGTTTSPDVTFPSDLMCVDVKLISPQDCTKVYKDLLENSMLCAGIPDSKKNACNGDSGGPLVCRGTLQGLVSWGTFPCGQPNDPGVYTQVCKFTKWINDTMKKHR
Tn6 DDE FP: inhibitors of Tn6 peptide binding to fibrin DD(E), primary screen, biochemical, fluorescence polarization, human fibrin, Tn6 probe | Fibrin DD(E) TRITC-Tn6 fluorescence polarization displacement | inhibition, % at 8.3 µM | 370,000 tested, 0.21% active;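 active means inhibition above a per-campaign cutoff: mean of compounds within control limits plus 3 SD, cut at about 15% in these data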;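 further: 0% = median of all compound wells on the plate and 100% = blocking peptide control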
GC-A act: GC-A stimulated cGMP production enhancers – HEK293 GC-A cells, cGMP TR-FRET, EC30 ANP, primary screen | Atrial natriuretic peptide receptor 1 (Homo sapiens), P16066 | 0% at EC30 ANP, 100% saturating ANP | activation, % at 10 µM | 370,000 tested, 0.14% active | AID 1671463, 2021; in the data active means activation above about 40%
GC-B act: human GC-B receptor activators, primary screen, HEK293 GC-B cells, cGMP TR-FRET, EC30 CNP. AID 1920062, 2024. activation, % at 10 µM. Atrial natriuretic peptide receptor 2 (Homo sapiens), P20594. 370,000 tested, 0.11% active. 0% at EC30 CNP, 100% saturating CNP;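 active means activation at 10 µM reaching about 35% in either raw or pattern-adjusted values, limit read from the data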
GAA850 FXN act: FXN promoter activators, primary screen, cell-based, luciferase luminescence, HEK293 lucGAA850; HEK293 lucGAA850 FXN promoter luciferase reporter, 24 h; percent of 10 µM SAHA response; activation, % at 6 µM; 360,000 tested, 0.56% active; AID 540364, 2011;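 active means activation above the average of all compounds screened plus 3 SD, cutoff fixed separately per campaign, cut at about 7.5% in these data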;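 further: 0% = DMSO wells and 100% = 10 µM SAHA wells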
An asterisk follows results filed as active. Compounds were not picked by outcome; overall some 4.5% were active at least once.

Results for Cc1ccc(Cc2nc(-c3ccncc3)no2)cc1 ?
ARFGAP1 inh: 0; ADAM10 inh: -1; rCAG RNA binder: -1; sPLA2-III inh: 2; ASAP1 GAP inh: 2; proKLK7 act: -0.2; Tn6 DDE FP: -5; GC-A act: -2; GC-B act: 8; GAA850 FXN act: 4.2

What do the screens show for `COC[C@@H]1CCCN1c1ccc2c(c1)O[C@@H](COCc1ccccc1)CN([C@H](C)c1ccccc1)S2(=O)=O`?
ARFGAP1 inh: -11; ADAM10 inh: -16; rCAG RNA binder: 9; sPLA2-III inh: 4; ASAP1 GAP inh: -7; proKLK7 act: 0.4; Tn6 DDE FP: 1; GC-A act: -2; GC-B act: 5

What do the screens show for `CCCCCCCC(=O)Nc1cc(C(=O)NCCC)ccc1N1CCC2(CC1)CC(c1cccc(Br)c1)=NO2`?
ARFGAP1 inh: 3; ADAM10 inh: 3; rCAG RNA binder: 1; sPLA2-III inh: 3; ASAP1 GAP inh: 0; proKLK7 act: 0.8; Tn6 DDE FP: -2; GC-A act: 0; GC-B act: -2; GAA850 FXN act: 0.6

What do the screens show for `Cc1cc(C(=O)N/N=C/c2cc(Br)ccc2OC(=O)c2ccccc2)n[nH]1`?
ARFGAP1 inh: 11; ADAM10 inh: -32; rCAG RNA binder: 12; sPLA2-III inh: 1; ASAP1 GAP inh: 1; proKLK7 act: -2.7; Tn6 DDE FP: -9; GC-A act: -5; GC-B act: -3; GAA850 FXN act: -3.6

Results for COc1ccc(-n2nnnc2-c2cccnc2)cc1 ?
ARFGAP1 inh: -1; ADAM10 inh: -5; rCAG RNA binder: 2; sPLA2-III inh: 8; ASAP1 GAP inh: -13; proKLK7 act: 0.6; Tn6 DDE FP: 0; GC-A act: 1; GC-B act: 1; GAA850 FXN act: 1.3

Results for CCc1nc(CN2CCN(Cc3ccc(F)c(F)c3)C(CCO)C2)c(C)[nH]1 (configuration not stated) ?
ARFGAP1 inh: 6; ADAM10 inh: -4; rCAG RNA binder: -5; sPLA2-III inh: 8; ASAP1 GAP inh: -11; proKLK7 act: 0.3; Tn6 DDE FP: -7; GC-A act: 2; GC-B act: 3; GAA850 FXN act: 1.6

How did CCOc1ccc(CSC2=NCCN2)cc1[N+](=O)[O-] do in these assays?
ARFGAP1 inh: 12; ADAM10 inh: 3; rCAG RNA binder: 2; sPLA2-III inh: 1; ASAP1 GAP inh: -5; proKLK7 act: -0.1; Tn6 DDE FP: 0; GC-A act: 4; GC-B act: -1; GAA850 FXN act: 4.0

What do the screens show for `COc1ccc2[nH]c(=O)c(CN(C(=O)NC3CCCCC3)C3CCCC3)cc2c1`?
ARFGAP1 inh: 6; ADAM10 inh: -30; rCAG RNA binder: -4; sPLA2-III inh: 7; ASAP1 GAP inh: 0; proKLK7 act: -0.1; Tn6 DDE FP: -10; GC-A act: -9; GC-B act: -6; GAA850 FXN act: 1.0

Results for COC(=O)C1=NN(C(C)=O)C2(CC(=O)N(c3cccc(C)c3)C2=O)C1 (configuration not stated) ?
ARFGAP1 inh: 0; ADAM10 inh: 4; rCAG RNA binder: -4; sPLA2-III inh: 7; ASAP1 GAP inh: -9; proKLK7 act: -0.3; Tn6 DDE FP: -1; GC-A act: 2; GC-B act: -5; GAA850 FXN act: 1.6

What do the screens show for `Cn1c(SCC(=O)Nc2ccc(C(=O)O)cc2)nnc1-c1ccccn1`?
ADAM10 inh: -10; rCAG RNA binder: 1; sPLA2-III inh: 17; proKLK7 act: 0.4; Tn6 DDE FP: 3; GC-A act: 1; GC-B act: 2

Results for CN(C)C(=S)SCC(=O)Nc1ccc(Cl)cc1Cl ?
ARFGAP1 inh: -10; ADAM10 inh: 3; rCAG RNA binder: -2; sPLA2-III inh: -4; ASAP1 GAP inh: -17; proKLK7 act: 0.2; Tn6 DDE FP: 10; GC-A act: -1; GC-B act: -1; GAA850 FXN act: 5.5

What do the screens show for `CSc1ccc(Cl)c(C(=O)NCCOc2cc(C(C)C)ccc2C)c1`?
ARFGAP1 inh: 0; ADAM10 inh: 8; rCAG RNA binder: -1; sPLA2-III inh: -5; ASAP1 GAP inh: 5; proKLK7 act: -0.1; Tn6 DDE FP: -4; GC-A act: -8; GC-B act: -5; GAA850 FXN act: -0.9

What do the screens show for `CC(C)Oc1cc(N)c(Cl)cc1Cl`?
ARFGAP1 inh: 8; ADAM10 inh: -2; rCAG RNA binder: -2; sPLA2-III inh: 1; ASAP1 GAP inh: -6; proKLK7 act: -0.1; Tn6 DDE FP: 6; GC-A act: -2; GC-B act: 0; GAA850 FXN act: 1.3

How did C=CCn1c(C)cc(C(=O)Cn2c(C(C)O)nc3ccccc32)c1C (configuration not stated) do in these assays?
ARFGAP1 inh: 9; ADAM10 inh: -5; rCAG RNA binder: -7; sPLA2-III inh: 2; ASAP1 GAP inh: -4; proKLK7 act: 0.7; Tn6 DDE FP: 3; GC-A act: -2; GC-B act: 2; GAA850 FXN act: 1.6

Results for Cc1nonc1-c1csc(N)n1 ?
ARFGAP1 inh: -15; ADAM10 inh: -3; rCAG RNA binder: 0; sPLA2-III inh: -1; ASAP1 GAP inh: 2; proKLK7 act: -0.4; Tn6 DDE FP: 0; GC-A act: 1; GC-B act: 4; GAA850 FXN act: 0.0

Results for CC1CC1C(=O)OCC(=O)N(C)CC(=O)Nc1ccc(F)cc1 (configuration not stated) ?
ARFGAP1 inh: 4; ADAM10 inh: -4; rCAG RNA binder: 1; sPLA2-III inh: 2; ASAP1 GAP inh: -10; proKLK7 act: 0.3; Tn6 DDE FP: -9; GC-A act: -4; GC-B act: 0; GAA850 FXN act: 0.3

How did Cc1ccc(/C=N/NC(=O)c2c(C)nc3ccc(Cl)cn23)cc1 do in these assays?
ARFGAP1 inh: 6; ADAM10 inh: 6; rCAG RNA binder: -3; sPLA2-III inh: 3; ASAP1 GAP inh: 8; proKLK7 act: -0.1; Tn6 DDE FP: 2; GC-A act: -1; GC-B act: -7

Results for O=S(=O)(c1cccc(F)c1)N1CCN(C(=S)NCC2CCCO2)CC1 (configuration not stated) ?
ARFGAP1 inh: -2; ADAM10 inh: -2; rCAG RNA binder: -5; sPLA2-III inh: 6; ASAP1 GAP inh: -10; proKLK7 act: 0.6; Tn6 DDE FP: 3; GC-A act: -1; GC-B act: -2; GAA850 FXN act: 0.6

What do the screens show for `COC(=O)[C@@H]1C[C@@]2(O)[C@H](O)[C@H](O)[C@H](O)C[C@H]2N1Cc1cccc2ccccc12`?
ARFGAP1 inh: -9; ADAM10 inh: -5; rCAG RNA binder: -4; sPLA2-III inh: 3; ASAP1 GAP inh: -9; proKLK7 act: -0.5; Tn6 DDE FP: 1; GC-A act: 0; GC-B act: -6; GAA850 FXN act: 1.8

What do the screens show for `O=C(C/C=N\OCc1ccc(Cl)cc1Cl)Nc1ccccc1`?
ARFGAP1 inh: 6; ADAM10 inh: -3; rCAG RNA binder: 0; sPLA2-III inh: -7; ASAP1 GAP inh: 4; proKLK7 act: 0.5; Tn6 DDE FP: 1; GC-A act: -2; GC-B act: -2; GAA850 FXN act: 1.4

How did CCOc1ccc2nc(-c3ccc(OC)c(OC)c3)cc(C(=O)O)c2c1 do in these assays?
ARFGAP1 inh: -4; ADAM10 inh: -20; rCAG RNA binder: 10; sPLA2-III inh: 3; ASAP1 GAP inh: -11; proKLK7 act: 1.4; Tn6 DDE FP: -1; GC-A act: 3; GC-B act: -1; GAA850 FXN act: 1.0

What do the screens show for `CC(C)OP(=O)(c1ccc(N(C)C)cc1)C(O)c1cccnc1` (configuration not stated)?
ARFGAP1 inh: -4; ADAM10 inh: 16; rCAG RNA binder: -2; sPLA2-III inh: 4; ASAP1 GAP inh: -1; proKLK7 act: 0.1; Tn6 DDE FP: -3; GC-A act: 5; GC-B act: 4; GAA850 FXN act: 2.4

What do the screens show for `COc1ccc(CC(=O)N2CCN(c3ccccn3)CC2)cc1`?
ARFGAP1 inh: -12; ADAM10 inh: -14; rCAG RNA binder: -3; sPLA2-III inh: 4; ASAP1 GAP inh: -8; proKLK7 act: 0.3; Tn6 DDE FP: 4; GC-A act: 0; GC-B act: -6; GAA850 FXN act: 2.7

What do the screens show for `NS(=O)(=O)c1ccc2nc(NC(=O)C3CCCO3)sc2c1` (configuration not stated)?
ARFGAP1 inh: -1; ADAM10 inh: -1; rCAG RNA binder: 4; sPLA2-III inh: 0; ASAP1 GAP inh: -1; proKLK7 act: -0.7; Tn6 DDE FP: -4; GC-A act: 0; GC-B act: 4; GAA850 FXN act: 1.4

What do the screens show for `Cc1ccc(NC(=O)COC(=O)c2cc(=O)c3cc(F)ccc3o2)cc1`?
ARFGAP1 inh: 3; ADAM10 inh: -1; rCAG RNA binder: 0; sPLA2-III inh: 7; ASAP1 GAP inh: 3; proKLK7 act: 0.5; Tn6 DDE FP: 2; GC-A act: -4; GC-B act: -10; GAA850 FXN act: 2.3

4 structures out of the list, arranged by formula weight, descending:
Results for O=S(=O)(c1cccc(F)c1)N1CCN(C(=S)NCC2CCCO2)CC1 (configuration not stated) ?
ARFGAP1 inh: -2; ADAM10 inh: -2; rCAG RNA binder: -5; sPLA2-III inh: 6; ASAP1 GAP inh: -10; proKLK7 act: 0.6; Tn6 DDE FP: 3; GC-A act: -1; GC-B act: -2; GAA850 FXN act: 0.6

What do the screens show for `Cc1ccc(NC(=O)COC(=O)c2cc(=O)c3cc(F)ccc3o2)cc1`?
ARFGAP1 inh: 3; ADAM10 inh: -1; rCAG RNA binder: 0; sPLA2-III inh: 7; ASAP1 GAP inh: 3; proKLK7 act: 0.5; Tn6 DDE FP: 2; GC-A act: -4; GC-B act: -10; GAA850 FXN act: 2.3

What do the screens show for `O=C(C/C=N\OCc1ccc(Cl)cc1Cl)Nc1ccccc1`?
ARFGAP1 inh: 6; ADAM10 inh: -3; rCAG RNA binder: 0; sPLA2-III inh: -7; ASAP1 GAP inh: 4; proKLK7 act: 0.5; Tn6 DDE FP: 1; GC-A act: -2; GC-B act: -2; GAA850 FXN act: 1.4

What do the screens show for `NS(=O)(=O)c1ccc2nc(NC(=O)C3CCCO3)sc2c1` (configuration not stated)?
ARFGAP1 inh: -1; ADAM10 inh: -1; rCAG RNA binder: 4; sPLA2-III inh: 0; ASAP1 GAP inh: -1; proKLK7 act: -0.7; Tn6 DDE FP: -4; GC-A act: 0; GC-B act: 4; GAA850 FXN act: 1.4
